# TDP1 cell noCPT – qHTS for Inhibitors of human tyrosyl-DNA phosphodiesterase 1 (TDP1): qHTS in cells in absence of CPT; DT40 Tdp1-/- hTDP1 cells, no CPT, ATP luminescence, 48 h; Potency, µM (doses to about 46.2 µM), for the others: top-dose activity change, negative = growth inhibition, hits mostly inhibitors; actives 15% (n = 420,000); also: nearly all actives have a fitted effect of over 55% in size
#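 Chicken DT40 Tdp1-/- cells complemented with human TDP1, screened without camptothecin (DMSO vehicle only), 400 cells/well. Compounds pin-transferred, cells incubated at 37 °C for at least 48 hr. Growth read as ATP-dependent luminescence (CellTiter-Glo, 30 min at RT).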
# KAT2A inh – inhibitors of human GCN5L2 histone acetyltransferase. actives 0.21% (n = 390,000). Potency, µM (series often up to 58.9 µM), for the others: at the top dose activity change, negative = inhibition, actives largely listed as inhibitors. GCN5L2 HAT assay, ThioGlo1 CoA-SH fluorescence
# Target sequence (Q92830 whole entry, looked up): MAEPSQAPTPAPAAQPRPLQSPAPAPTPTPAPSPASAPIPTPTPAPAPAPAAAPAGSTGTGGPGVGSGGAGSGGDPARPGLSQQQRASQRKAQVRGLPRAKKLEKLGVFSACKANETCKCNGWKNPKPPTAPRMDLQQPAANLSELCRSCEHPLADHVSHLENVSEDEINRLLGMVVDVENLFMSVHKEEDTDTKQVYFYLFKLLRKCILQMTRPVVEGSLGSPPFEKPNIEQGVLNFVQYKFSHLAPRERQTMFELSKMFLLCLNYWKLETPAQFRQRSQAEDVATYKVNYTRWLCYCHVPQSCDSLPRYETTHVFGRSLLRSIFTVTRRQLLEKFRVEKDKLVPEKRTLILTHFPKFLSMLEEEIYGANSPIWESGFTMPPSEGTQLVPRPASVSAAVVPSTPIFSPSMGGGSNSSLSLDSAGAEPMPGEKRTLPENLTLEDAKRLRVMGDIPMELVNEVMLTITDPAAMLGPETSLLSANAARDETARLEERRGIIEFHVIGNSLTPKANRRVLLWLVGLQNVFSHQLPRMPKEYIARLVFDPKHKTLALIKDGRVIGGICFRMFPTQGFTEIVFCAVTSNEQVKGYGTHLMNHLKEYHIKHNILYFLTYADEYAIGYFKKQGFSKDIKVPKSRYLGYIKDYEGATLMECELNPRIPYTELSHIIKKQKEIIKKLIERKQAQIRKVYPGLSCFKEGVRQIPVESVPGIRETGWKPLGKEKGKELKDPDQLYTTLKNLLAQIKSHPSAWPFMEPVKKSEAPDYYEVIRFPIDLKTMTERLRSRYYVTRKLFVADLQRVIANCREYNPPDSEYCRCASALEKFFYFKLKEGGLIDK
#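 GCN5L2 (20 nM) in 50mM HEPES pH 7.5, 0.1mM EDTA, 0.01% Tween-20 preincubated 15 min with compounds at room temperature. Reaction started with H3(1-25) 75uM, acetyl-CoA 70uM, ThioGlo1 50uM; CoA-thiol fluorescence (Ex340/Em540) read at 0 and 20 min.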
# DT40 TDP1 CPT – DT40-hTDP1 cell growth loss with CPT; chicken DT40 Tdp1-/-;hTDP1 cells + 20 nM CPT, ATP luminescence, 48 h; Potency, µM (highest dose often 46.2 µM), for the others: at the top dose activity change, negative = growth inhibition, hits mostly inhibitors; actives 12% (n = 420,000); AID 686979; also: nearly all actives have a fitted effect of over 55% in size
#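 Cell growth measured by CellTiter-Glo luminescence after a minimum 48 h, 37 C compound exposure with 20 nM CPT in Tdp1-knockout DT40 cells stably expressing hTDP1, seeded 400/well; qHTS titration format.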
# The depositor's hits bear a star; ? = inconclusive; · = no result given; & = joins results of further samples; ! = repeats disagree; [ ] = another dose, or the depositor's remark. Calls follow the shape of the dose curve; as a rule, active = well fitted curve in the direction sought with a large enough effect; inconclusive = small, poorly fitted or top-dose-only effect, or another doubt; inactive = no such curve, though single readings can be large; an effect the other way counts as inactive or inconclusive. % is scaled to controls: 0 for no effect and ±100 for the full control effect; potency is read from the fitted curve at half-maximal effect.
SMILES,TDP1 cell noCPT,KAT2A inh,DT40 TDP1 CPT
O=C1NC(c2ccccc2)(C(F)(F)F)SC2=CCCCCN12 (stereo not given),-22%,-10%,-27%
COc1ccc(NC(=O)c2cc(Br)c(Br)s2)cn1,?,-3%,0%
COc1ccc(S(=O)(=O)N2CCc3ccccc3C2)cc1,-24%,0%,4%
Cc1ccc(C(=O)N/C(=C/c2ccco2)C(=O)NCc2ccco2)cc1,-4%,-25%,10%
CC(=O)NC1C(OCc2ccccc2)OC2COC(C)(C)OC2C1O (stereo not given),8%,-3%,2%
COc1cc(NC(=O)c2noc3c2CC(C)CC3)c(OC)cc1Cl (stereo not given),0%,-3%,24%
COc1ccccc1N1C(=O)C2C(C(=O)c3ccccc3)=NN(c3ccccc3OC)C2C1=O (stereo not given),1%,-29%,5%
COc1ccc(S(=O)(=O)N2CCOCC2)cc1NC(=O)C1COc2ccccc2O1 (stereo not given),?,-8%,?
CC(=O)N[C@@H](C)C(=O)NCC1Cc2cccc(-c3ccccc3C(F)(F)F)c2O1 (stereo not given in full),-22%,·,9%
Cc1nn(CC(=O)N(C)C)c(=O)c2ccccc12,2%,0%,-14%

# 2 records drawn at random from the list so far, as already listed:
SMILES,TDP1 cell noCPT,KAT2A inh,DT40 TDP1 CPT
COc1cc(NC(=O)c2noc3c2CC(C)CC3)c(OC)cc1Cl (stereo not given),0%,-3%,24%
CC(=O)NC1C(OCc2ccccc2)OC2COC(C)(C)OC2C1O (stereo not given),8%,-3%,2%

# Further entries.
SMILES,TDP1 cell noCPT,KAT2A inh,DT40 TDP1 CPT
COc1ccc(Cl)cc1C(=O)NNC(=O)C1COc2ccccc2O1 (stereo not given),?,-7%,?
C=CCNC(=O)COc1ccc(N(C)S(=O)(=O)c2ccc(NC(C)=O)cc2)cc1,-25%,0%,-2%
COC(=O)CSc1nc2sc3c(c2c(=O)n1-c1ccccc1)C(C)CCC3 (stereo not given),-6%,-7%,-11%
Cc1ccc2c(CC(=O)O)coc2c1C,-12%,-3%,3%
O=C(CCC(=O)N1CCN(S(=O)(=O)c2ccc(Cl)cc2)CC1)Nc1cccc(Br)c1,-22%,-8%,4%
CC12C(=O)N(c3ccccc3)C(=O)C1C(c1ccccc1)N1CCCN12 (stereo not given),-3%,?,2%
COc1ccc2c(c1)CC(C(=O)Nc1ccc(Br)c(C)c1)CO2 (stereo not given),?,-3%,-30%
COc1cccc(C(=O)NNc2nc(C)cc(C)n2)c1,-4%,0%,-4%
O=c1[nH]c2ccc(Cl)cc2c(-c2ccccc2)c1N1CCOCC1,-6%,0%,-22%
C=CCn1c(SCc2cc(=O)n3ccsc3n2)nc2scc(C3CC3)c2c1=O,?,-14%,?

# Entries from the list above containing fluorine (two):
SMILES,TDP1 cell noCPT,KAT2A inh,DT40 TDP1 CPT
O=C1NC(c2ccccc2)(C(F)(F)F)SC2=CCCCCN12 (stereo not given),-22%,-10%,-27%
CC(=O)N[C@@H](C)C(=O)NCC1Cc2cccc(-c3ccccc3C(F)(F)F)c2O1 (stereo not given in full),-22%,·,9%

# (next part)
SMILES,TDP1 cell noCPT,KAT2A inh,DT40 TDP1 CPT
C#CCOc1ccc(/C=C2/C(=O)N(c3cccc(C(=O)O)c3)N=C2C)cc1OC,-3%,-10%,-25%
CCCCCOC(=O)c1ccc(Nc2nc(C(=O)OCC)nc3ccccc23)cc1,1.3µM*,-9%,3.3µM*
Cn1c(=O)c(=O)n(C)c2cc(N3CCOCC3)c(NS(=O)(=O)c3ccc(Br)cc3)cc21,-9%,-7%,-30%
CCOC(=O)c1ccc(NC(=O)CCn2ccc(C)n2)cc1,-21%,-19%,3%
Cc1ccc2cc(CN(C(=O)C3CCCO3)C3CCCCC3)c(=O)[nH]c2c1 (stereo not given),-13%,-2%,-13%
C[C@@H]1CN([C@H](C)CO)C(=O)CCCn2nncc2CO[C@@H]1CN(C)C(=O)Nc1ccc2c(c1)OCO2,-23%,·,-12%
CCC(C(=O)Nc1ccc(C(C)=O)cc1)n1c(C)c2cnn(-c3ccccc3)c(=O)c2c1C (stereo not given),?,-11%,23µM*
Cc1ccc2nc(SCC(=O)Nc3ccc(Cl)cc3)nc(=O)n2c1,?,-6%,?
Cc1ccc(C)n1/N=C1/NC(=O)CS1,-5%,2%,-22%
O=C(NCCN1CCOCC1)/C(=C\c1ccc(F)cc1)NC(=O)c1ccccc1,12%,-13%,-8%
CCOC(=O)c1ccccc1NC(=O)COC(=O)CSC(C)C(=O)Nc1cc(C)on1 (stereo not given),7%,0%,5%
O=C(O)CCCCCN1C(=O)C2CCCCC2C1=O (stereo not given),1%,-4%,?
O=C(O)CSc1nc(SCc2ccccc2Cl)nc2c1CCCC2,-5%,-23%,-15%
OCCOC1CCCc2oc(-c3ccccc3)c(C#CC3(O)CCCCC3)c21 (stereo not given),?,·,?
Cc1ccc(NC(=O)Cn2ncn3c(cc4ccccc43)c2=O)c(C)c1,-2%&-29%,-6%&-10%,-21%&-28%
N#Cc1ccccc1OCC(=O)OCCCOC(=O)COc1ccccc1C#N,0%,-3%,0%
CCOc1ccc(-c2c(=O)n(O)c3ccccc3[n+]2[O-])cc1,13µM*,-16%,?
CCOC(=O)c1cc2c(=O)n3ccccc3nc2n(CCCOC)c1=NC(=O)C(C)(C)Oc1ccc(Cl)cc1,?,2%,-18%
COc1ccc(OC)c(Nc2nc(N)c([N+](=O)[O-])c(NC3CCCCC3)n2)c1,?,-2%,8.2µM*
CN(c1ccc(C(=O)N2CCN(Cc3ccccc3)CC2)cc1)S(=O)(=O)c1ccc(Cl)cc1,16µM*,-8%,?
CCOC(=O)C1=CCN(S(=O)(=O)c2ccccc2[N+](=O)[O-])C1c1ccc(C)cc1 (stereo not given),?,·,?
COC(=O)c1ccc(S(=O)(=O)N2CCCCCC2)n1C,?,4%,-29%
CC(=O)Cn1cnc2c(cnn2-c2ccc(F)cc2)c1=O,-54%,·,-45%
COc1ccc(N=C2SC(C(=O)N3CCN(c4ccccc4)CC3)CC(=O)N2C)cc1 (stereo not given),-17%,-6%,-28%
Cc1ccc(SCc2cc(=O)[nH]c(/N=C(\N)Nc3cccc4ccccc34)n2)cc1,-5%,5%,-24%
Brc1ccc(C2=Nc3cccc4cccc(c34)N2)o1,8.2µM*,-2%,6.5µM*
CCc1nc2ccc(C(=O)Nc3cccc(OCC(=O)N(C)C)c3)cn2c1N(C)Cc1ccc(OC)cc1,18µM*,·,23µM*
CCCS(=O)(=O)NC(=O)C1(C)CCN(C(=O)COCc2ccccc2)C1 (stereo not given),-4%,·,-4%
CCNc1ccc(C(=O)OCC)cc1NC(=O)c1cccc(S(=O)(=O)N(C)c2ccccc2)c1,4.6µM*,-10%,16µM*
CCNC(=O)N(C)C[C@H]1N[C@@](C)(C(=O)OC)[C@H]2C(=O)N(Cc3ccccc3)C(=O)[C@@H]12,-1%,-1%,-1%

# Shown with two lines to a compound: part of the list above
# Value order – TDP1 cell noCPT	KAT2A inh	DT40 TDP1 CPT
COC(=O)c1ccc(S(=O)(=O)N2CCCCCC2)n1C
 : ?	4%	-29%
CCNc1ccc(C(=O)OCC)cc1NC(=O)c1cccc(S(=O)(=O)N(C)c2ccccc2)c1
 : 4.6µM*	-10%	16µM*

# (cont.)
SMILES,TDP1 cell noCPT,KAT2A inh,DT40 TDP1 CPT
COc1cc(C2C3=C(CCCC3=O)Nc3[nH]n(-c4ccccc4)c(=O)c32)cc(OC)c1OC (stereo not given),-10%,-4%,-6%
CC(=O)OC/C=C(C)/C=C/C=C(C)/C=C/C1=C(C)CCCC1(C)C,23µM*!,-34%&1%&-2%,?
Cc1cccc(C)c1Cn1c(C)c(C(=O)NCc2cccc(Cl)c2)sc1=O,?,·,?
Cc1cccc(NC(=O)NCCN2CCN(c3ccccc3)CC2)c1C,0%,-7%,-8%
CCCCCCCCN1C(=O)[C@H](CC(=O)NCCCOC)C[C@@]2(C(=O)OCC)CCCC=C12,12µM*,·,23µM*
CCCCC(=O)NCCc1cc2ccc(OC)cc2[nH]c1=O,-15%,-3%,3%
O=C(NNC(=O)c1cccc(S(=O)(=O)Nc2ccccc2F)c1)c1ccncc1,-1%,·,-26%
COc1ccc(C(C(=O)NC(C)(C)C)N(C(=O)Cn2nnc3ccccc32)c2ccc(C(C)=O)cc2)cc1O (stereo not given),0%,-21%,3%
CC(C)c1ccc(C(=O)N2CCCC(c3cc(C(=O)NCc4ccccc4)no3)C2)cc1 (stereo not given),15µM*,·,13µM*
COc1cc(N2C(=O)c3ccccc3C2=O)c(Cl)cc1C(=O)OCC(=O)NCc1ccco1,-21%,-5%,-8%
CCOc1ccc(NC(=O)C2CCN(S(=O)(=O)CC)CC2)cc1,21%,-3%,-4%
COc1cc(-c2nnc(NC(=O)c3ccco3)o2)cc(OC)c1OC,2%,-8%,3%
C[C@H](CO)N1C[C@H](C)[C@@H](CN(C)C(=O)Oc2ccccc2)OCc2cn(nn2)CCCC1=O,-14%,·,-4%
Cc1ccc(S(=O)(=O)Nc2ccc(C(=O)OCC(=O)N(CCC#N)c3ccccc3)cc2)cc1C,-29%,-10%,7%
CCCNC(=O)c1ccccc1C(=O)NCCC,-17%,0%,-14%
CCOc1ccccc1NC(=O)N1c2ccccc2Sc2ccccc21,26µM*,-5%,?
CCOC(=O)c1ccc(NC(=O)CCC(=O)N2Cc3ccccc3Oc3ncccc32)cc1,21µM*,-21%,16µM*
CCc1ccc(NC(=O)C2CCCN(S(C)(=O)=O)C2)cc1 (stereo not given),?,-9%,?
O=C(Nc1ccc2nsnc2c1)c1ccc2c(c1)OCO2,?,-2%,-6%
Cc1c(C(=O)Nc2ccccc2C(=O)N2CCCC2)cccc1[N+](=O)[O-],-2%,39%[activator],3%
Cc1ccccc1-c1nnn(CC(=O)N2CCN(S(=O)(=O)c3ccc(Cl)cc3)CC2)n1,?,-11%,-23%
Cc1cc(C)c2c(n1)nn1c(NCCOCCO)cc(C)nc21,-12%,-18%,0%
CCC(=O)Nc1ccc(Cl)c(NC(=O)c2ccccc2OC)c1,-12%,-6%,2%
COCCNCCCCSc1ccc(Cl)cc1,18µM*,-3%,15µM*
COc1cc(CN(C(=O)COc2ccc(Cl)c(C)c2)c2ccccn2)cc(OC)c1OC,10µM*,-9%,12µM*
O=C(NCCCc1ccncc1)C1CCC(=O)N(CCc2cccc(F)c2)C1 (stereo not given),1%,0%,0%
COCCNC(=O)c1sc2ncn(CC(=O)Nc3ccc(C)c(Cl)c3)c(=O)c2c1C,13µM*,-5%,?
Cc1ccc(S(=O)(=O)NC2CCCC2)cc1C,-13%,10%,-20%
CC(C)(C)NC(=O)c1cc(-c2ccc3c(c2)OCO3)nc2ccccc12,-27%,-16%,5%
CCOc1ccccc1NC(=O)COn1nnc2ccccc21,-3%,0%,-7%
Cc1nn(-c2ccc(N3CCCCC3)nn2)c(C)c1CCC(=O)NCc1ccccc1,?,-4%,?
CCN(CC)CCOC(=O)c1ccc(NC(=O)c2cn(-c3ccccc3)nc2-c2cccs2)cc1,21µM*,-13%,?
C[C@H]1CN([C@@H](C)CO)C(=O)CCCn2nncc2CO[C@H]1CN(C)S(=O)(=O)c1cccc(C#N)c1,-4%,·,-9%
C[C@H](CO)N1C[C@H](C)[C@@H](CN(C)C(=O)NC2CCCCC2)Oc2ccc(NC(=O)Nc3ccc(C(F)(F)F)cc3)cc2C1=O,?,-11%,?
C[C@H](NC(=O)c1nc[nH]c1C(=O)N[C@@H](C)C(=O)OC(C)(C)C)C(=O)OC(C)(C)C,?,10%,-26%
Nc1cc(=O)[nH]c(SCc2ccccc2)n1,4%,·,19%
COCCOC(=O)c1[nH]c2c(c1C)C(=O)CC(c1cc(OC)c(OC)c(OC)c1)C2 (stereo not given),2.9µM*,-8%,3.7µM*
CN(CC(=O)N1CCN(c2ccccn2)CC1)S(=O)(=O)c1ccc(Br)cc1,-24%,-2%,-19%
O=C(c1cc(-c2ccncc2)nc2ccccc12)N1CCN(c2ncccn2)CC1,?,-2%,-11%
CC(NCc1ccc(N(C)C)cc1)C1CC2CCC1C2 (stereo not given),?,0%,?

# Entries of single compounds as entered above. Values in the order: TDP1 cell noCPT, KAT2A inh, DT40 TDP1 CPT
# `Nc1cc(=O)[nH]c(SCc2ccccc2)n1` reads 4%, ·, 19%
# `O=C(c1cc(-c2ccncc2)nc2ccccc12)N1CCN(c2ncccn2)CC1` reads ?, -2%, -11%

# (more compounds)
SMILES,TDP1 cell noCPT,KAT2A inh,DT40 TDP1 CPT
Oc1ccc(-c2nccc(-c3ccc(F)cc3)n2)cc1,?,-10%,10%
Cc1ccc(S(=O)(=O)NC(=O)Nc2ccc(Cl)cn2)cc1,-5%,-1%,5%
O=C(CSc1nc(=O)n(Cc2ccco2)c2c1CCC2)Nc1ccccc1C(F)(F)F,?,-1%,?
Nc1nnnn1/N=C/c1ccccc1C(F)(F)F,18µM*,-6%,12µM*
COc1ccc(/C=C2\Oc3cc(OCC(=O)N4CCC[C@H]4C(=O)O)ccc3C2=O)cc1OC,4%,-20%,14%
